VEEV TC-83 Vero – inhibitors of VEEV TC-83 cytopathic effect, confirmation, Vero cells (AID 588727); one-dose inhibition, % at 20 µM; IC50 in µM for titrated hits; Vero cells, VEEV TC-83 cytopathic effect inhibition; higher % means a stronger effect; actives 0.13% (n = 350,000); in the data active means a potency from the dose series; inconclusive means inhibition mostly from about 14% at the one dose, without a potency; inactive means the rest, 99 in 100 with inhibition below about 12%; further: strong numbers were not always called active
tuberculosis growth – growth inhibition of non-replicating M. tuberculosis (AID 488890). Mycobacterium tuberculosis non-replicating, growth inhibition; higher % means a stronger effect. inhibition, % at 25 µM; hits with a dose series show IC50 in µM. actives 0.39% (n = 320,000); in the data active means a potency from the dose series; inconclusive means inhibition mostly from about 82% at the one dose, without a potency; inactive means the rest, 99 in 100 with inhibition below about 76%;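 further: plate controls were DMSO cells for no effect and high antibiotic wells for full effect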
influenza NS1A – H1N1 influenza NS1A inhibitors, functional cell based assay (AID 504329). inhibition, % at 12.5 µM; hits with a dose series show IC50 in µM. actives 0.3% (n = 340,000). NS1A functional cell-based assay, percent inhibition; higher % means a stronger effect; in the data active means a potency from the dose series; inconclusive means inhibition above about 27% without an active follow-up result; further: strong numbers were not always called active
PhoP GFP inhibition – PhoP regulon inhibitors, Salmonella typhi PhoP promoter GFP reporter, confirmatory (AID 1850); one-dose inhibition, % at 50 µM; IC50 in µM for titrated hits; Salmonella Typhi PhoP-promoter GFP reporter, fluorescence, 4 h; higher % means a stronger effect; actives 0.33% (n = 310,000); in the data active means a potency from the dose series; inconclusive means inhibition mostly from about 25% at the one dose, without a potency; inactive means the rest, 99 in 100 with inhibition below about 19%;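 further: 0% = induced wells with vehicle and 100% = uninduced wells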
H37Rv inhibition – M. tuberculosis growth inhibition, HTS (AID 449762); M. tuberculosis H37Rv growth inhibition, 7H9 media; higher % means a stronger effect; inhibition, % at 25 µM, or IC50 in µM where a hit was titrated; actives 0.59% (n = 330,000); in the data active means a potency from the dose series; inconclusive means inhibition above about 70% without an active follow-up result;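 further: bacterial growth assessed after seven days of incubation; strong numbers were not always called active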
VEEV TC-83 Vero 10K pilot screen – further read-out of VEEV TC-83 Vero, marked with its call; inhibition, %; measured here: 10K pilot screen inhibition
Starred values were filed as active, the others as inactive; i = inactive; u = inconclusive; x = not tested or not shown.

SMILES	VEEV TC-83 Vero	tuberculosis growth	influenza NS1A	PhoP GFP inhibition	H37Rv inhibition	others
COCC1CCN(C(=O)C2CCC(=O)N(CCc3cccc(F)c3)C2)CC1 (stereo not given)	1.2%	-6%	14%	-1%	-4%
CC(=O)c1cccc(NC(=O)C2C(c3ccccc3)C2(Cl)Cl)c1 (stereo not given)	2.2%	5%	1%	4%	12%
O=C(Nc1ccc(Cl)cn1)c1cccnc1	3.4%	-4%	6%	-1%	-4%
O=C(OCc1ccccc1Cl)c1cccnc1Cl	0.5%	64%	-7%	-1%	-1%
COc1ccc(S(=O)(=O)NC2CCCCCC2)c(OC)c1	3.1%	-2%	-2%	-7%	-5%
COc1ccc(NC(=S)N2CCN(c3ccccn3)CC2)cc1OC	0.3%	-15%	-7%	-12%	8%
CCNC(=S)NNC(=O)C1CCN(Cc2ccccc2)CC1	i	-13%	4%	12%	-9%
COc1ccc(-c2cc3c(=O)n(CC(=O)Nc4ccc(Cl)cc4)nc(C)n3n2)cc1	1.1%	-11%	-1%	-1%	-10%
O=C(Nc1ccc(Cl)c(Cl)c1)N1CCOCC1	0.6%	20%	-5%	3%	-5%
Cc1snc(SCc2ccc(Cl)cc2)c1C#N	1.0%	11%	-5%	3%	7%
CCOc1ccc(N2C(=O)C(C)CNC2=S)cc1 (stereo not given)	2.4%	x	-1%	x	x
Cc1ccccc1-n1c(SCC(=O)N2CCCCC2)nc(O)cc1=O	0.7%	-9%	-9%	-11%	-4%
c1cncc(CNc2cccc(-c3nc4ccccc4[nH]3)c2)c1	3.7%	-28%	4%	2%	4%
Cc1cc(OCC(=O)N2CCN(c3ccccc3)CC2)c2c(C)c(C)c(=O)oc2c1	0.2%	0%	5%	6%	7%
CCN(CC)S(=O)(=O)c1ccc(NC(=S)NC(=O)CC(C)C)cc1	3.7%	79%	-8%	2%	-2%
CC1(C)Nc2ccccc2N(CCC(=O)N2CCOCC2)C1=O	1.7%	-2%	-2%	4%	6%
Cc1ccc(Nc2cc(-n3cccn3)ncn2)c(C)c1	3.0%	30%	6%	-4%	2%
Cn1c(=O)c(Oc2ccc(Cl)cc2)c(O)c2ccccc21	0.0%	i	-1%	8%	u
CCCCCN(C(=O)CCC(=O)OCC(=O)N(C)c1ccccc1)c1c(N)n(CCCC)c(=O)[nH]c1=O	4.3%	3%	-4%	6%	-11%
O=C(C1CCN(Cc2nc(-c3ccc(Cl)cc3)no2)CC1)N1CCOCC1	0.6%	5%	6%	-2%	6%
Cc1ccc(S(=O)(=O)c2c(C)nn(-c3ccccc3)c2OC(=O)c2ccc(Br)o2)cc1	i	1%	-7%	-11%	-2%
CC(=O)c1cc(C#N)c(Oc2ccc(F)cc2)nc1C	0.4%	8%	-2%	-15%	-2%
O=[N+]([O-])c1cccc(-c2ncc3ccccn23)c1	0.9%	4%	-1%	7%	3%
CC(=O)Nc1cccc(C(=O)/C=C/c2ccc(N(C)C)cc2)c1	3.4%	7%	-14%	-9%	-6%
OC1CSc2nc3ccccc3n2C1 (stereo not given)	2.2%	18%	2%	-4%	1%
CCOC(=O)C(Cc1ccnc2ccccc12)=NO	0.2%	x	2%	x	x
CCCCc1cc(=O)oc2cc(C)cc(OCC(=O)NCc3cccnc3)c12	8.9%	14%	6%	4%	-2%
COc1ccc(O)c(C(=O)/C=C/c2cc3ccccc3o2)c1	0.8%	4%	-1%	-5%	16%
Cc1ccc(NC(=O)C2CCCN(C(=O)NCc3ccccc3)C2)c(C)c1 (stereo not given)	1.3%	-3%	-1%	0%	2%
O=C(Nc1ccc(Br)cc1)c1cc2ccccn2n1	1.5%	20%	-13%	-7%	-1%
COc1ccccc1Cn1c(=S)[nH]c2cc(C(=O)NC(C)C)ccc2c1=O	i	0%	-4%	7%	5%
Cc1cc(=O)c2cccc(Br)c2[nH]1	0.9%	-4%	2%	-11%	-5%
Cc1cc(C)c(S(=O)(=O)N(C)CC(N)=O)c(C)c1	0.7%	-20%	2%	-5%	5%
COc1ccccc1CNC(=O)C(=O)c1cn(CC(=O)N2CCCC2)c2ccccc12	11%	22%	16%	4%	4%
O=C(Nc1ccc([N+](=O)[O-])cc1)Nc1ccc(Cl)cc1F	0.1%	48%	11%	6%	39%
Clc1cccc(Oc2ncc(CN3CCOCC3)s2)c1	i	0%	3%	8%	-10%
CC(=O)c1ccc(S(=O)(=O)N2CCN(C(C)=O)CC2)cc1	i	11%	2%	0%	3%
CCCCc1c(C)nn(-c2nnc3c4ccccc4n(CC)c3n2)c1C	8.9%	u	0%	0%	u
Oc1nc(-c2ccc(Br)cc2)n2ccncc12	0.5%	-11%	-11%	4%	21%	VEEV TC-83 Vero 10K pilot screen=0.3
COc1ccc(N2CC(C(=O)N/N=C/c3c[nH]c4ccccc34)CC2=O)cc1 (stereo not given)	i	-8%	2%	-9%	0%
Cc1cc(C)n2nc(SC(C)C(=O)N(C)c3ccccc3)nc2n1 (stereo not given)	3.3%	1%	-16%	x	-5%
CCc1n[nH]c2c1/C(=N\O)CC(c1ccccc1)C2 (stereo not given)	6.3%	4%	-3%	7%	2%
CCN1CCN(C(=O)C(Cc2ccccc2)NC(=O)c2ccc(Cl)c(S(=O)(=O)N(C)C)c2)CC1 (stereo not given)	i	19%	-16%	x	-6%
O=[N+]([O-])c1cccc(NC(=S)N2CCc3ccccc32)c1	6.6%	u	-3%	-5%	1%
O=C(NC1CCCc2ccccc21)c1ccc(Cl)nc1 (stereo not given)	0.5%	72%	-6%	0%	4%
CCc1cc2cccc(C)c2nc1SCC(=O)Nc1nonc1C	1.3%	26%	-17%	12%	10%
COc1ccccc1/C=N/Nc1nccnc1Cl	1.4%	20%	4%	3%	-3%
CC(C)c1ccc(NC(=O)CSc2n[nH]c(=O)n2-c2cccnc2)cc1	3.3%	-1%	-8%	-10%	-1%
CO/N=C/C(C(C)=O)C(=O)Nc1ccc(Cl)cc1Cl (stereo not given)	0.0%	65%	-19%	-5%	32%
CN(c1ccc(C(=O)NCCCn2ccnc2)cc1)S(C)(=O)=O	i	-12%	1%	-3%	0%
CCC(c1nnc(SCC(=O)Nc2nnc(-c3ccccc3)o2)o1)N(C)C (stereo not given)	2.9%	3%	3%	-4%	x
O=C(NCCCN1CCN(c2ccccc2F)CC1)C1CCN(S(=O)(=O)N2CCOCC2)CC1	i	5%	-11%	1%	-4%
CC(C)Cn1c(NCCN(C)C)nc2c1c(=O)[nH]c(=O)n2C	0.6%	x	0%	-2%	-5%
Cc1cccc(NC(=O)CN2C(=O)c3ccccc3S2(=O)=O)n1	2.0%	-9%	-9%	0%	-6%
COc1cc2c(cc1OC)C1=C(C#N)CCC(=NC(=O)c3ccco3)N1CC2	3.8%	12%	-11%	0%	7%
CCOC(=O)c1nnn(-c2nonc2-n2cccc2)c1-c1cccc([N+](=O)[O-])c1	0.6%	1%	-1%	4%	7%
O=C1C=C(c2ccccc2)C(=O)N1Nc1ccccc1	1.3%	59%	-2%	7%	56%
CS(=O)(=O)c1ncc(CO)n1Cc1ccccc1	i	-17%	-4%	-3%	4%
COc1ccc(NC(C)C(=O)N/N=C/c2ccc([N+](=O)[O-])s2)cc1 (stereo not given)	4.9%	u	6%	-4%	0%	VEEV TC-83 Vero 10K pilot screen=0.0
CCOC(=O)[C@H]1[C@H]2COc3ccc(Br)cc3[C@@H]2N2C(=O)c3cc(OC)c(OC)cc3NC(=O)[C@@]12C	5.0%	29%	-4%	5%	22%

Fetched by structure from the entries so far, two records:
SMILES	VEEV TC-83 Vero	tuberculosis growth	influenza NS1A	PhoP GFP inhibition	H37Rv inhibition	others
CCc1cc2cccc(C)c2nc1SCC(=O)Nc1nonc1C	1.3%	26%	-17%	12%	10%
CO/N=C/C(C(C)=O)C(=O)Nc1ccc(Cl)cc1Cl (stereo not given)	0.0%	65%	-19%	-5%	32%

(more compounds)
SMILES	VEEV TC-83 Vero	tuberculosis growth	influenza NS1A	PhoP GFP inhibition	H37Rv inhibition	others
CC(=O)c1ccc(S(=O)(=O)NCCC(=O)OCC(=O)NCCc2ccccc2)cc1	1.3%	-4%	-5%	-6%	-3%
Cc1nc(Oc2ccc(S(=O)(=O)N3CCOCC3)cc2Cl)c2c3c(sc2n1)CCCC3	5.3%	51%	-1%	-5%	u
Cc1nnc(SCC(N)=O)n1CC1CCCO1 (stereo not given)	4.1%	-1%	9%	-1%	-1%
COc1ccc(-c2c(NC(=O)c3ccco3)n(-c3ccccc3)nc(C)c2=O)cc1	0.5%	-8%	-1%	2%	15%
O=C(c1cccs1)N1CCN(S(=O)(=O)N2CCOCC2)CC1	1.7%	-9%	1%	-10%	2%
O=C(c1ccc(OC2CCN(Cc3ccccc3OC(F)F)CC2)cc1)N1CCCC1	i	17%	4%	-24%	9%
C/C(CC(=O)NCC(C)C)=N\NC(=O)COc1cc(C)c(Br)cc1Br	0.5%	2%	17%	-1%	-9%
CC(=O)Nc1cccc(/C(C)=N/NC(N)=S)c1	0.3%	30%	14%	4%	-6%
Cc1ccc(CN2CCCOCCS2(=O)=O)cc1	0.1%	0%	8%	-4%	28%
CCOC(=O)C1C(=O)CC(C)(O)C(C(=O)OCC)C1c1ccc(Br)o1 (stereo not given)	x	-14%	x	-1%	-11%
Cc1c(NC(=O)/C(C#N)=C/c2ccc(-c3ccccc3Cl)o2)c(=O)n(-c2ccccc2)n1C	2.7%	23%	-4%	-5%	4%
COc1ccc(CN2CCN(S(=O)(=O)c3ccc(F)cc3)CC2)cc1OC	0.3%	-3%	0%	18%	-3%
COC(=O)c1ccc(CSc2ncnc3c2nnn3-c2ccc(F)cc2)o1	4.3%	-11%	17%	-7%	u
COc1cc(CN(C)Cc2nc3cc(C(F)(F)F)ccc3c(=O)[nH]2)ccc1OC(F)F	1.2%	34%	-13%	-9%	-2%
Cc1cccc(N2CCN(CC(=O)Nc3ccc(-n4cnnn4)cc3)CC2)c1C	0.2%	-4%	11%	4%	-2%
Cc1nn(C(=O)c2ccccc2)c2c1C(=O)CC(C)(C)C2	1.6%	3%	11%	-1%	-2%
COc1ccccc1CC(=O)Nc1ncc(C)s1	1.2%	-3%	1%	4%	3%
COCCn1c(C)cc(C(=O)COC(=O)c2ccc(Cl)c(S(N)(=O)=O)c2)c1C	1.7%	11%	8%	13%	6%
N#Cc1cnn(CC2CCCCC2)c1N	2.3%	16%	-26%	-12%	3%
COC(=O)c1cc(-c2cccc(OC)c2)on1	0.8%	x	-6%	4%	0.37µM*
CN(C)C(=S)Nc1cccc(F)c1	0.7%	-12%	x	-1%	-8%
CC(C)(C)NC(=O)NC(=O)COC(=O)CNC(=O)c1cccc(F)c1	2.2%	-5%	6%	-3%	-3%
Cc1ccc(NS(=O)(=O)c2cc(NC(=O)C(C)Oc3ccccc3)ccc2C)c(C)c1 (stereo not given)	0.1%	-5%	-2%	5%	-5%

In the list so far, these contain fluorine.
SMILES	VEEV TC-83 Vero	tuberculosis growth	influenza NS1A	PhoP GFP inhibition	H37Rv inhibition	others
COCC1CCN(C(=O)C2CCC(=O)N(CCc3cccc(F)c3)C2)CC1 (stereo not given)	1.2%	-6%	14%	-1%	-4%
CC(=O)c1cc(C#N)c(Oc2ccc(F)cc2)nc1C	0.4%	8%	-2%	-15%	-2%
O=C(Nc1ccc([N+](=O)[O-])cc1)Nc1ccc(Cl)cc1F	0.1%	48%	11%	6%	39%
O=C(NCCCN1CCN(c2ccccc2F)CC1)C1CCN(S(=O)(=O)N2CCOCC2)CC1	i	5%	-11%	1%	-4%
O=C(c1ccc(OC2CCN(Cc3ccccc3OC(F)F)CC2)cc1)N1CCCC1	i	17%	4%	-24%	9%
COc1ccc(CN2CCN(S(=O)(=O)c3ccc(F)cc3)CC2)cc1OC	0.3%	-3%	0%	18%	-3%
COC(=O)c1ccc(CSc2ncnc3c2nnn3-c2ccc(F)cc2)o1	4.3%	-11%	17%	-7%	u
COc1cc(CN(C)Cc2nc3cc(C(F)(F)F)ccc3c(=O)[nH]2)ccc1OC(F)F	1.2%	34%	-13%	-9%	-2%
CN(C)C(=S)Nc1cccc(F)c1	0.7%	-12%	x	-1%	-8%
CC(C)(C)NC(=O)NC(=O)COC(=O)CNC(=O)c1cccc(F)c1	2.2%	-5%	6%	-3%	-3%
